# M. tuberculosis HTS – M. tuberculosis growth inhibition, HTS (AID 449762) | 330,000 compounds, 0.59% hits | inhibition, % at 25 µM; hits with a dose series show IC50 in µM | M. tuberculosis H37Rv growth inhibition, 7H9 media; higher % means a stronger effect; in the data active means a potency from the dose series; inconclusive means inhibition above about 70% without an active follow-up result;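 further: bacterial growth assessed after seven days of incubation; strong numbers were not always called active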
# VEEV TC-83 Vero – inhibitors of VEEV TC-83 cytopathic effect, confirmation, Vero cells (AID 588727); Vero cells, VEEV TC-83 cytopathic effect inhibition; higher % means a stronger effect; 350,000 compounds, 0.13% hits; one-dose inhibition, % at 20 µM; IC50 in µM for titrated hits; in the data active means a potency from the dose series; inconclusive means inhibition mostly from about 14% at the one dose, without a potency; inactive means the rest, 99 in 100 with inhibition below about 12%; further: strong numbers were not always called active
# influenza NS1A – NS1A inhibition, H1N1 influenza, cell based functional assay (AID 504329). 340,000 compounds, 0.3% hits. NS1A functional cell-based assay, percent inhibition; higher % means a stronger effect. inhibition, % at 12.5 µM; hits with a dose series show IC50 in µM; in the data active means a potency from the dose series; inconclusive means inhibition above about 27% without an active follow-up result; further: strong numbers were not always called active
# Salmonella PhoP GFP – Inhibition of PhoP regulon, Salmonella typhi GFP reporter cells, confirmation, 4 h (AID 1850) | Salmonella Typhi PhoP-promoter GFP reporter, fluorescence, 4 h; higher % means a stronger effect | inhibition, % at 50 µM; hits with a dose series show IC50 in µM | 310,000 compounds, 0.33% hits; in the data active means a potency from the dose series; inconclusive means inhibition mostly from about 25% at the one dose, without a potency; inactive means the rest, 99 in 100 with inhibition below about 19%;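 further: 0% = induced wells with vehicle and 100% = uninduced wells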
# M. tuberculosis – growth inhibition of non-replicating M. tuberculosis (AID 488890); Mycobacterium tuberculosis non-replicating, growth inhibition; higher % means a stronger effect; 320,000 compounds, 0.39% hits; one-dose inhibition, % at 25 µM; IC50 in µM for titrated hits; in the data active means a potency from the dose series; inconclusive means inhibition mostly from about 82% at the one dose, without a potency; inactive means the rest, 99 in 100 with inhibition below about 76%;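 further: plate controls were DMSO cells for no effect and high antibiotic wells for full effect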
# VEEV TC-83 Vero 10K pilot screen – second read-out of VEEV TC-83 Vero, no call of its own (marks repeat the call); inhibition, %; measured here: 10K pilot screen inhibition
# An asterisk follows results filed as active; i = inactive; ? = inconclusive; . = no result given.
SMILES,M. tuberculosis HTS,VEEV TC-83 Vero,influenza NS1A,Salmonella PhoP GFP,M. tuberculosis,others
Cc1cc(C)c2c(=N)c3ccccc3n(CCCCCCCCn3c4ccccc4c(=N)c4c(C)cc(C)nc43)c2n1,.,0.1%,-21.7%,.,.,
CCN(CC)c1ccc(CNc2nc3ccccc3n2CC)cc1,-9.7%,1.1%,-4.2%,16.0%,8.4%,
COCCNC(=O)C(c1ccc(C)cc1)N(C(=O)CCC(=O)Nc1ccccn1)c1ccc(F)cc1 (configuration not stated),2.8%,0.2%,9.8%,2.4%,1.0%,
CCCCCCC(=O)N/N=C(\C)Cc1ccccc1,9.8%,1.1%,-3.8%,0.9%,-5.5%,
Cc1cc2ccccc2n1CCNC(=O)c1ccc(S(=O)(=O)N2CCCCC2)cc1,-10.6%,1.1%,4.2%,7.5%,30.7%,
CCN(CC)S(=O)(=O)c1ccc(N2CCOCC2)c(NC(=O)c2nn(C)c(=O)c3ccccc23)c1,.,4.2%,0.8%,.,.,
CCC(=O)Nc1ccc(NCc2ccc(-c3ccccc3)cc2)cc1,2.6%,9.2%,2.3%,-8.6%,67.4%,
O=c1c2ccccc2nc(-c2cccc(Cl)c2)n1O,4.8%,3.6%,-8.0%,30.2%,?,
CCOC(=O)C1CCN(C(=O)/C=C/c2ccc(OC)cc2)CC1,-3.6%,0.6%,-3.1%,2.2%,13.4%,
O=C(NCCS(=O)(=O)NCc1ccccc1Cl)c1ccc2c(c1)OCO2,-9.1%,0.1%,-4.8%,5.0%,-14.6%,
CC(=O)c1ccc(NC(=O)c2ccccc2-c2ccccc2C(=O)O)cc1,7.8%,i,1.1%,-7.4%,.,
CCC(CO)Oc1cc(NCc2cccc(C(F)(F)F)c2)c2ncn(C(C)C)c2c1 (configuration not stated),7.5%,2.3%,-6.2%,.,17.1%,
COC(=O)c1cc(C(=O)OCC(=O)NC(=O)NCc2ccccc2)cc([N+](=O)[O-])c1,2.6%,1.8%,-5.3%,.,21.7%,
COc1ccc(S(=O)(=O)N2CCN(C(=O)CC(C)C)CC2)cc1,-9.4%,0.6%,2.1%,6.1%,0.0%,
CN(CCNC(=O)CCCOc1cc(=O)n(C)c2ccccc12)Cc1ccccc1,-0.5%,i,5.2%,-2.4%,7.2%,
CCOc1ncccc1C(=O)Nc1ccc(OC)c(S(=O)(=O)N2CCOCC2)c1,.,2.6%,8.9%,.,.,
COCc1ccc(C(=O)NC2CCSc3ccccc32)cc1 (configuration not stated),-3.4%,0.5%,-1.6%,-8.8%,58.9%,
COc1cccc(CC2(CO)CCN(Cc3cnc(N4CCOCC4)s3)CC2)c1,-8.8%,0.2%,3.2%,-12.4%,6.2%,
C=C(C=O)CC1CC(O)[C@]2(C)OC3C[C@@H]4OC5C[C@]6(C)O[C@]7(C)CCC8OC9C[C@]%10(C)OC(/C(C)=C\CO)C(O)CC%10OC9CC(C)C8OC7CC6O[C@]5(C)C/C=C\C4OC3CC2O1 (some centres not stated),-2.1%,i,-9.8%,-0.2%,3.0%,VEEV TC-83 Vero 10K pilot screen=3.0
Cc1oc(-c2ccoc2)nc1CN(Cc1ccccc1)CC1CC1,0.2%,0.3%,8.6%,-7.2%,-0.8%,
COc1cccc(Nc2nc3ccccc3c(=O)[nH]2)c1,0.5%,4.2%,-1.8%,6.9%,4.5%,
Cc1ccc(S(=O)(=O)c2cc3c(=O)n4cccc(C)c4nc3n(Cc3ccncc3)c2=N)cc1,1.9%,1.2%,-5.2%,-18.4%,-2.6%,
Cc1nc(C)n(CCNS(=O)(=O)c2ccccc2)n1,4.9%,0.2%,3.4%,16.1%,-6.7%,
CC1CC(C)(C)CC2(C1)NC(=O)N(CC(=O)NC1CCCc3ccccc31)C2=O (configuration not stated),-3.8%,1.5%,22.8%,1.5%,33.3%,

# 4 compounds already listed, arranged by heavy-atom count, high to low.
SMILES,M. tuberculosis HTS,VEEV TC-83 Vero,influenza NS1A,Salmonella PhoP GFP,M. tuberculosis,others
CN(CCNC(=O)CCCOc1cc(=O)n(C)c2ccccc12)Cc1ccccc1,-0.5%,i,5.2%,-2.4%,7.2%,
CCOc1ncccc1C(=O)Nc1ccc(OC)c(S(=O)(=O)N2CCOCC2)c1,.,2.6%,8.9%,.,.,
Cc1oc(-c2ccoc2)nc1CN(Cc1ccccc1)CC1CC1,0.2%,0.3%,8.6%,-7.2%,-0.8%,
COc1ccc(S(=O)(=O)N2CCN(C(=O)CC(C)C)CC2)cc1,-9.4%,0.6%,2.1%,6.1%,0.0%,

# Carrying on.
SMILES,M. tuberculosis HTS,VEEV TC-83 Vero,influenza NS1A,Salmonella PhoP GFP,M. tuberculosis,others
O=c1c2ccccc2c(-c2ccccc2)nn1-c1ccccc1,35.6%,1.1%,.,4.5%,38.6%,
O=C(NC(=S)Nc1ccc(Cl)c(C(=O)O)c1)c1ccc(OCc2ccccc2)cc1,60.3%,1.2%,-1.1%,-5.8%,42.2%,
COc1cc(C2CC(=O)Oc3c(C(CCN4CCOCC4)c4ccc(N(C)C)cc4)c(OC)cc(OC)c32)cc(OC)c1OC (configuration not stated),2.2%,0.6%,19.5%,-3.1%,-1.2%,
CCCN(CCC)Cc1c(C(=O)N/N=C/c2c[nH]c3ccccc23)nnn1-c1nonc1N,2.5%,4.4%,0.6%,5.5%,21.1%,
O=C(O)CCCC(=O)Nc1ccc(Oc2cccc(C(F)(F)F)c2)nc1,-5.5%,0.9%,.,-2.1%,1.8%,
CCNc1nc(C)cc(COC)c1C#N,-1.8%,1.6%,2.2%,3.1%,-3.6%,
O=C(CC1C(=O)NCCN1Cc1c(F)cccc1Cl)NC1CCCCCC1 (configuration not stated),2.8%,i,12.9%,-8.9%,11.6%,
CC1(C)OC(=O)N(CC(=O)Nc2ccccc2)C1(C)O (configuration not stated),2.8%,0.8%,-3.2%,2.1%,13.0%,
COc1cc(-c2nc(C)c(C(C)=O)n2O)ccc1OCC(=O)Nc1ccc(Cl)cc1,?,0.0%,-9.8%,7.1%,31.9%,
CCC1(C)Cc2c(sc3c2c(=O)n(C)c2nnc(SCc4ccc5c(c4)OCO5)n32)CO1 (configuration not stated),.,i,22.8%,-2.5%,.,
CN1CCN(CC(=O)Nc2cccc(S(=O)(=O)N(C)c3ccccc3)c2)CC1,-8.2%,0.3%,-8.8%,.,-9.4%,
CCC(c1nnnn1C(C)(C)CC)N(CCCN1CCOCC1)Cc1cc2cccc(C)c2[nH]c1=O (configuration not stated),0.2%,i,1.9%,-0.3%,42.2%,
CC(C)NC(=O)COc1ccc2c(c1)C(=O)CC(C)(C)O2,3.2%,i,-4.5%,7.4%,-11.3%,
Cc1ccc(C(=O)N/C(=C\c2ccco2)C(=O)NCC2CCCO2)cc1C (configuration not stated),2.6%,4.3%,-1.4%,-3.9%,5.2%,
CCOC(=O)C1(Cc2ccccc2Cl)CCN(C(=O)CN2CCOC2=O)CC1,1.1%,0.8%,3.0%,5.4%,10.6%,
CS(=O)(=O)N(CC(=O)N1CCN(c2ccccc2)CC1)Cc1ccc(Cl)cc1,.,i,22.6%,-1.5%,.,
COc1ccc(N2C(=O)CC(=O)NC2=O)cc1,-25.7%,2.6%,9.2%,-4.8%,2.5%,
Nc1nnc(SCCCC(=O)c2ccc(F)cc2)s1,-2.2%,0.7%,0.3%,-3.6%,55.4%,
CCc1nnc(NC(=O)CN2C(=O)N(C)C3(CCCCC3)C2=O)s1,-25.1%,1.6%,-0.5%,.,-20.6%,
Cc1cc(C)cc(N=C2NC(=O)CS2)c1,-3.4%,1.0%,0.5%,-2.6%,15.6%,
COc1cc(C2c3cc4c(cc3OC(Nc3ccc(C(=O)O)cc3)C2C)OCO4)cc(OC)c1OC (configuration not stated),.,11.4%,3.7%,.,.,
Cc1nc(NC(=O)COc2ccc(Cl)cc2)sc1C(=O)N(C)C,-3.1%,.,.,0.6%,66.0%,
CN1C[C@@H]2[C@@H]3C(=O)N(C)C(=O)[C@@H]3[C@](C)(C1=O)N2C(=O)c1ccccc1,.,i,-4.0%,.,.,
CC1Oc2ccccc2N(CC(=O)NC2CCCCC2)C1=O (configuration not stated),-7.0%,0.2%,2.3%,0.5%,-12.6%,
O=c1c2ccccc2nc(/C=C/c2cccc([N+](=O)[O-])c2)n1CCCO,17.4%,8.3%,7.2%,9.1%,6.9%,
Cc1ccc2cc(CN(Cc3ccco3)C(=O)C3CCCCC3)c(=O)[nH]c2c1C,-3.5%,i,-23.4%,-10.7%,4.6%,
COC(=O)Oc1ccc(/C=N/NC(=O)CN(c2ccccc2Cl)S(C)(=O)=O)cc1OC,0.6%,0.5%,-4.8%,-9.7%,-5.7%,
Cc1ccc2nc(-c3ccc(SCC(=O)Nc4nc(C)cs4)nc3)[nH]c2c1,1.1%,1.4%,4.3%,-5.8%,-7.6%,VEEV TC-83 Vero 10K pilot screen=0.9
O=c1c(-c2nnc(SCc3ccc(Cl)c(Cl)c3)o2)cccn1Cc1ccccc1,-3.5%,i,-13.8%,-8.5%,38.9%,
CCN1C(=O)CC(N2CCC(Nc3ccc(F)cc3)CC2)C1=O (configuration not stated),-3.9%,i,-6.7%,-1.6%,?,
OC(CN1CCN(c2cccc(C(F)(F)F)c2)CC1)c1c[nH]c2ccccc12 (configuration not stated),3.4%,1.4%,13.6%,10.7%,12.6%,
CCOC(=O)Cc1cc(=O)n2[nH]c(-c3ccccc3)c(-c3ccccc3)c2n1,4.6%,2.4%,-5.4%,-3.7%,1.8%,
COc1ccccc1-n1c(CNc2c(C)cccc2C)nnc1SCC(=O)N1CCOCC1,-14.1%,1.4%,-0.7%,3.9%,-4.2%,
COc1cc2[nH]c(C(=O)N3CCc4ccccc4C3)cc2c(OC)c1OC,12.8%,2.8%,-1.1%,0.8%,38.9%,
Cc1nc(Nc2nc(CSc3ccc(Cl)cc3)cc(=O)[nH]2)nc2ccccc12,-0.5%,1.0%,3.4%,-5.9%,-10.1%,
CC1Cc2ccccc2N1S(=O)(=O)c1ccc(Cl)nc1 (configuration not stated),2.9%,i,13.6%,5.4%,2.3%,
COc1cccc(C2C3=C(N=c4s/c(=C\c5cccc(O)c5)c(=O)n42)c2ccccc2CC3)c1OC (configuration not stated),23.3µM*,5.2%,-3.6%,-4.1%,10.5%,
CNC(=O)c1c[nH]c2ccc(S(=O)(=O)Nc3cccc(SC)c3)cc2c1=O,2.5%,0.3%,20.8%,7.8%,-3.7%,
COc1ccc(C(CNCC(O)COc2c(C)ccc(C)c2C)N(C)C)cc1 (configuration not stated),0.1%,0.6%,-8.0%,4.9%,28.6%,
CC(=O)c1cc2c(cc1N)OCO2,-2.4%,i,-6.3%,3.9%,-7.8%,
Cc1cc(N2C3CCC2CC(O)(c2ccc(F)cc2)C3)nc(-c2ccccc2)n1 (configuration not stated),?,0.5%,1.4%,0.3%,21.2%,
Cc1nc2c(C)cccc2c(SC(=N)N)c1CC=C(Cl)Cl,3.0%,1.9%,4.5%,7.0%,-7.6%,
COCc1cc(C)nc(N)c1C#N,-12.3%,2.6%,2.0%,1.7%,.,
CCOC(=O)C1C2C=CC3(CN(CCc4ccccc4)C(=O)C13)O2 (configuration not stated),-6.8%,i,6.9%,5.8%,-9.0%,
CN(Cc1ccc(C(F)(F)F)cc1)C(=O)C1CC(=O)N(Cc2ccco2)C1 (configuration not stated),0.9%,3.2%,-3.9%,.,3.1%,
Cc1ccc(C)c(C(=O)COC(=O)c2c(-c3ccccc3)noc2C)c1,.,2.5%,-4.2%,.,.,
CN1CCN(C(=O)c2ccc3c(c2)N(Cc2cccc(Cl)c2)C(=O)c2ccccc2S3=O)CC1 (configuration not stated),-6.4%,i,2.3%,-4.5%,0.9%,
CCN1CCN(c2ccc(Cl)cc2NC(=O)c2ccco2)CC1,-0.2%,0.4%,-1.3%,.,-8.4%,
COC(=O)c1cc(C#N)c(N2CCN(C)CC2)nc1C,-0.2%,1.8%,-2.2%,-12.5%,12.6%,
COc1ccc(CCNC(=O)C(=O)NCC2OCCN2S(=O)(=O)c2ccc(OC)c(OC)c2)cc1 (configuration not stated),-9.8%,i,9.0%,1.6%,1.4%,VEEV TC-83 Vero 10K pilot screen=0.4
O=C(Cc1ccccc1)NN1C(=O)C2C(C1=O)C1C=CC2C12CC2 (configuration not stated),-7.1%,2.3%,0.5%,-5.8%,-11.6%,

# High-throughput results: PubChem, Southern Research Specialized Biocontainment Screening Center
